Bioassay records as filed in PubChem BioAssay.
MEKK2mut PB1 HTS: signal of MEK5 binding to mutant human MEKK2 PB1 domain; percent response, % at 10 µM; bead flow cytometry, Alexa488-MEK5 binding to MEKK2 mutant; 290,000 compounds, 0.35% hits; in the data active = percent response above about 24%, passing the limit was not always enough; also: inactives centre near 1; some results filed as inactive read as strong as hits; reference of the scale not given here
MEKK2wt PB1 HTS: raises or lowers MEK5 binding to wildtype human MEKK2 PB1 domain | bead flow cytometry, Alexa488-MEK5 binding to MEKK2 WT; actives lie on both sides | binding response (% of control), % at 10 µM | 290,000 compounds, 1.1% hits | AID 1531; in the data active = binding response below about 67% or above about 130%
MEKK3 PB1 HTS: modulators (inhibitors or enhancers) of MEK5 binding to human MEKK3 PB1 domain. Q99759. 290,000 compounds, 1.4% hits. bead-based flow cytometry, Alexa488-MEK5 binding to MEKK3; actives lie on both sides; 0 = blocked by unlabeled MEK5, 100 = vehicle. AID 1529. binding response (% of control), % at 10 µM;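 active = binding response more than 3 SD above or below the average of its plate-row segment, actives on both sides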;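 also: Alexa488 bead fluorescence after subtracting the streptavidin-only scavenger bead signal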
OXTR ag: agonists of human oxytocin receptor; CHO-OTR cells, Fluo-8 calcium fluorescence; normalized: DMSO 0%, oxytocin 100%; P30559; 320,000 compounds, 0.32% hits; AID 2435; activation, % at 3 µM;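 active = activation above the mean of all tested compounds plus 3 SD, cutoff set per screening run, cut at about 20% in these data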;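 also: peak over basal fluorescence ratio from a 100 s FLIPR kinetic read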
Target sequence (P30559 whole entry, looked up): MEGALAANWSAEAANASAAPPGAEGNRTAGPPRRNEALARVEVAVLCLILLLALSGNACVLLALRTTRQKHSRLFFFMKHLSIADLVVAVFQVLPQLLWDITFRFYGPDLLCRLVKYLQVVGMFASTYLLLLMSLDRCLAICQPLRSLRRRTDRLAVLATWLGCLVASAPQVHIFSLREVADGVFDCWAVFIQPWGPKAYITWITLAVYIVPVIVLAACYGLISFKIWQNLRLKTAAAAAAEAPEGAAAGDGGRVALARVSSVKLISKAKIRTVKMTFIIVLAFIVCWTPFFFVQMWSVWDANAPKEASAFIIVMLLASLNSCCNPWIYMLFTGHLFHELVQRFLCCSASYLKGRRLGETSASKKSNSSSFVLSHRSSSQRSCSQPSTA
GPR7 antag: antagonists of human GPR7 (neuropeptides B/W receptor 1); GPR7-expressing cells, fluorescence antagonist assay; inhibition, % at 4.4 µM; 290,000 compounds, 1.1% hits; AID 1861; in the data active = inhibition above about 16%, passing the limit was not always enough;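 also: cells stimulated with the agonist NPW; 0% = agonist with vehicle and 100% = vehicle without agonist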
Target sequence (P48145 whole entry, looked up): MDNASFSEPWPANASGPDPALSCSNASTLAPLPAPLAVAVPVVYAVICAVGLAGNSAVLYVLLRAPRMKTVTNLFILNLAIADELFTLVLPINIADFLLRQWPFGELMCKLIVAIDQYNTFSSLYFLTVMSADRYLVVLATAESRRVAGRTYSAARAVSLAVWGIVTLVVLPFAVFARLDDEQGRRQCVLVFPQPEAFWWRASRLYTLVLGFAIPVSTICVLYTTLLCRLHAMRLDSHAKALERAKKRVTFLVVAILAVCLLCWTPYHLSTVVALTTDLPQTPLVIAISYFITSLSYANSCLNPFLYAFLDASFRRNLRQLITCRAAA
GalR3 antagonist: antagonists of human GalR3. AID 651719. HEK293 GalR3-CNG cAMP membrane potential fluorescence; galR3 body fused to GalR1 C-terminus. inhibition, % at 3 µM. O60755. 360,000 compounds, 0.44% hits;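 active = inhibition above the screen-wide average plus 3 SD, cut at about 13% in these data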;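 also: forskolin and galanin both at EC90 stimulate the cells; cAMP rise reported by CNG channel membrane potential dye signal; 0% = forskolin plus galanin with DMSO and 100% = forskolin alone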
PHOSPHO1 block: blocks human PHOSPHO1 phosphatase activity; Q8TCT1; recombinant PHOSPHO1, absorbance phosphatase assay; inhibition, % at 13.3 µM; 290,000 compounds, 1.1% hits; AID 1565; in the data active = inhibition above about 60%
V1aR counter: activates human V1a receptor in oxytocin agonist counter-screen | P37288 | CHO-V1R cells, Fluo-8 calcium fluorescence, agonist mode; 0% DMSO, 100% 3 nM vasopressin | activation, % at 3 µM | 320,000 compounds, 0.25% hits | AID 2797;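 active = activation above the mean activation of all tested compounds plus 3 SD, per screening run, cut at about 20% in these data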;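 also: signal is peak over basal fluorescence ratio across a 100 second FLIPR read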
NALP1 inh: blocks the NALP1 inflammasome reconstituted in yeast | 280,000 compounds, 0.61% hits | AID 2071 | S. cerevisiae NALP1/ASC/caspase-1 growth, X-gal OD620, 72 h | inhibition, % at 10 µM; in the data active = inhibition mostly above about 24%, no sharp cut-off; inactive = mostly below about 32%; also: some compounds called inactive have numbers as strong as hits
An asterisk follows results filed as active; nt = not tested or not shown. The order is random; overall some 5.4% were active at least once.

Order of results: PHOSPHO1 block, GPR7 antag, MEKK2mut PB1 HTS, OXTR ag, MEKK2wt PB1 HTS, V1aR counter, GalR3 antagonist, NALP1 inh, MEKK3 PB1 HTS
1: CC(C)NC(=O)CSCc1ccccc1Cl
    13.6, -10.7, 1.0, 0.0, 109.0, -0.6, -3.3, 32.8, 106.0
2: CC1CCCCN1C(=O)c1cc(-c2ccc3c(c2)OCO3)on1 (configuration not stated)
    27.9, 6.4, -3.0, 0.0, 100.0, 0.3, -10.4, 29.0, 97.0
3: O=c1c(C(c2c(O)nc3n(c2=O)CCS3)c2cccc3ccccc23)c(O)nc2n1CCS2
    35.4, -4.9, 3.0, -0.5, 109.0, 0.8, -1.9, -16.3, 103.0
4: COc1ccccc1-c1c(C)oc2cc(OCC(=O)OCc3ccccc3)ccc2c1=O
    -4.0, -9.5, -2.0, 0.5, 94.0, 3.4, -4.6, 19.7, 99.0
5: CC1CCN(CCOCCOc2ccc(Cl)cc2Br)CC1
    13.5, 15.8, 21.0, 4.9, 147.0*, 3.7, -10.6, 19.8, 106.0
6: O=C(CSc1nc2ccccc2c(=O)n1-c1ccccc1)c1c[nH]c2ccccc12
    -17.3, 5.8, -1.0, 1.6, 97.0, 2.3, -1.0, 17.4, 96.0
7: O=C1Nc2ccccc2C(O)(C(=O)NCc2ccc3c(c2)OCO3)N1c1ccccc1 (configuration not stated)
    2.8, -5.9, 3.0, 0.7, 110.0, -0.6, -2.2, 11.4, 106.0
8: Cc1cc(C(=O)OCC(=O)Nc2ccccc2F)c(C)o1
    -18.6, -2.5, 9.0, -1.4, 118.0, -0.5, -6.0, -13.8, 112.0
9: CCCc1nnc(NC(=O)c2cccs2)s1
    34.3, -21.4, 3.0, 4.2, 112.0, 3.4, -0.2, -9.0, 107.0
10: CCOC(=O)N1CCN(c2nnnn2-c2ccccc2)CC1
    30.2, -6.8, 6.0, -0.4, 106.0, 0.2, -1.8, nt, 103.0
11: CCOc1cc(-c2nc(-c3ccc(C)nc3OCC)no2)cc(OCC)c1OCC
    -20.5, -15.7, 3.0, 0.5, 101.0, -0.2, 2.1, 26.0, 103.0
12: Cc1cc(NC(=O)Cc2cc(F)cc(F)c2)no1
    nt, 4.2, -1.0, 0.0, 101.0, 1.2, -5.0, 5.8, 95.0
13: Cc1cc2nnc(SCC(=O)NCC3CCCO3)n2c2ccccc12 (configuration not stated)
    16.1, -2.1, -11.0, -0.6, 87.0, 0.4, -3.2, 1.9, 93.0
14: O=C(CSc1nnc(Cc2ccccc2)n1-c1ccc(Cl)cc1)N1CCOCC1
    -10.5, -5.7, 3.0, 0.5, 102.0, 1.7, 1.6, 16.7, 103.0
15: CCOC(=O)N1CCc2c(sc(NC(=O)C3COc4ccccc4O3)c2C(N)=O)C1 (configuration not stated)
    17.8, -6.3, 7.0, 3.1, 106.0, 5.4, -3.5, 5.4, 105.0
16: CC(C)CC(NC(=O)OC(C)(C)C)c1cn([C@@H](CCC(=O)OC(C)(C)C)C(=O)N2CCN(C(=O)OC(C)(C)C)CC2)nn1 (some centres not stated)
    -41.4, -11.8, -9.0, -2.5, 84.0, -1.5, -2.4, -5.1, 92.0
17: CCCCCCCNC(=O)CC(NS(=O)(=O)c1ccc(NC(C)=O)cc1)C(C)C (configuration not stated)
    -7.4, -2.0, -1.0, -0.5, 99.0, 1.2, -9.9, 15.6, 96.0
18: S=C(NCc1ccc2c(c1)OCO2)Nc1ccc2nsnc2c1
    -87.0, 7.8, -10.0, 15.3, 84.0, 17.3, -2.7, 3.7, 99.0
19: CCCC(=O)OCC(=O)Nc1ccc2[nH]c(=O)[nH]c2c1
    7.7, -12.5, -2.0, 0.8, 98.0, 0.5, -4.8, 28.2, 95.0
20: COc1ccc(C(C#N)Nc2ccccc2C)cc1 (configuration not stated)
    15.8, 8.3, -1.0, 0.8, 101.0, -0.2, -0.8, -7.3, 101.0
21: Cc1cc[n+](-c2ccccc2)c2ccccc12
    27.7, -0.4, 11.0, 0.3, 94.0, 0.3, -4.6, 5.9, 96.0
22: CC(CCc1ccccc1)NC(=O)c1nnc(Cc2ccc(F)cc2)o1 (configuration not stated)
    -16.0, -3.4, -2.0, -1.6, 99.0, -1.6, -0.8, 21.5, 101.0
23: O=C(O)CC(C(=O)O)c1cn(Cc2ccccc2)c2ccccc12 (configuration not stated)
    -2.9, -10.0, -10.0, -1.0, 97.0, 0.3, 0.5, 11.6, 95.0
24: O=C(O)C1CCCCC1C(=O)Nc1ccc(S(=O)(=O)N2CCCCCC2)cc1 (configuration not stated)
    32.5, -5.0, -4.0, 1.0, 95.0, 3.9, -7.7, 2.2, 101.0
25: Clc1cnc(Nc2cccnc2)c(Cl)c1
    23.9, -8.1, 10.0, -1.0, 105.0, -1.6, -10.7, 24.7, 105.0
26: COc1ccc(CCN(C)c2ccc(C(N)=O)cc2[N+](=O)[O-])cc1OC
    20.1, -3.3, -3.0, 1.6, 90.0, 0.9, -0.2, 15.7, 87.0
27: O=C(Nc1ccccc1Cl)c1ccn[nH]1
    17.7, -1.1, 0.0, 0.2, 103.0, 0.2, -2.2, 5.1, 105.0
28: O=C(O)/C=C/C(=O)Nc1ccc(Cl)c(C(=O)O)c1
    -0.8, -12.1, 0.0, 3.0, 99.0, 1.9, -3.6, 5.5, 99.0

Sorted by formula weight (lowest first): part of the list above.
Order of results: PHOSPHO1 block, GPR7 antag, MEKK2mut PB1 HTS, OXTR ag, MEKK2wt PB1 HTS, V1aR counter, GalR3 antagonist, NALP1 inh, MEKK3 PB1 HTS
21: Cc1cc[n+](-c2ccccc2)c2ccccc12
    27.7, -0.4, 11.0, 0.3, 94.0, 0.3, -4.6, 5.9, 96.0
27: O=C(Nc1ccccc1Cl)c1ccn[nH]1
    17.7, -1.1, 0.0, 0.2, 103.0, 0.2, -2.2, 5.1, 105.0
25: Clc1cnc(Nc2cccnc2)c(Cl)c1
    23.9, -8.1, 10.0, -1.0, 105.0, -1.6, -10.7, 24.7, 105.0
28: O=C(O)/C=C/C(=O)Nc1ccc(Cl)c(C(=O)O)c1
    -0.8, -12.1, 0.0, 3.0, 99.0, 1.9, -3.6, 5.5, 99.0
19: CCCC(=O)OCC(=O)Nc1ccc2[nH]c(=O)[nH]c2c1
    7.7, -12.5, -2.0, 0.8, 98.0, 0.5, -4.8, 28.2, 95.0
18: S=C(NCc1ccc2c(c1)OCO2)Nc1ccc2nsnc2c1
    -87.0, 7.8, -10.0, 15.3, 84.0, 17.3, -2.7, 3.7, 99.0
22: CC(CCc1ccccc1)NC(=O)c1nnc(Cc2ccc(F)cc2)o1 (configuration not stated)
    -16.0, -3.4, -2.0, -1.6, 99.0, -1.6, -0.8, 21.5, 101.0
26: COc1ccc(CCN(C)c2ccc(C(N)=O)cc2[N+](=O)[O-])cc1OC
    20.1, -3.3, -3.0, 1.6, 90.0, 0.9, -0.2, 15.7, 87.0
17: CCCCCCCNC(=O)CC(NS(=O)(=O)c1ccc(NC(C)=O)cc1)C(C)C (configuration not stated)
    -7.4, -2.0, -1.0, -0.5, 99.0, 1.2, -9.9, 15.6, 96.0
